BAZ2B block = blocks human BAZ2B | Q9UIF8 | AlphaScreen BAZ2B-H3K14Ac peptide displacement | Potency, µM (series often up to 114 µM), inactives show top-dose activity change, negative = inhibition, usual class: inhibitors | 360,000 compounds, 4.4% hits | AID 504333; also: potency is read from the fitted curve at half-maximal effect; % is scaled to controls: 0 for no effect and ±100 for the full control effect; nearly all actives have a fitted effect of over 60% in size
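BAZ2B (50 nM) with biotin-H3(5-23)K14Ac peptide (50 nM) in PBS pH 7.4, 0.01% Tween-20, preformed 30 min, then compound 30 min at room temperature; top concentration 110uM. AlphaScreen streptavidin donor/nickel chelate acceptor beads (10 ug/mL final), 20 min dark, signal read.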
Pin1 inhibitor = human Pin1 inhibition; Pin1 FP peptide displacement, HiFluor488, 10 min; Potency, µM (series often up to 115 µM), for inactives: top-dose activity, negative = inhibition, most hits filed as inhibitors; Q13526; 390,000 compounds, 0.009% hits; active = well fitted inhibition curve with a large enough effect in the polarisation, with a control signal flat, not every such curve was filed as active; inconclusive = small, poorly fitted or top-dose-only effect, or effect the other way, or a change in a side signal; inactive = no such curve, though single readings can be large or run the other way; the % refers to the polarisation; also: potency is read from the fitted curve at half-maximal effect; % is scaled to controls: 0 for no effect and ±100 for the full control effect
HP1b binding inh = HP1-beta chromodomain-methylated histone interaction inhibition. P83916. AlphaScreen HP1-beta / biotin-H3K9me3 peptide binding. Potency, µM (doses to about 114 µM), for the others: at the top dose activity change, negative = inhibition, most hits filed as inhibitors. 390,000 compounds, 0.56% hits; also: potency is read from the fitted curve at half-maximal effect; nearly all actives have a fitted effect of over 70% in size; inactives centre near 23
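Compound inhibition of the preformed complex between 50 nM HP1-beta and 50 nM biotinylated H3K9me3 peptide was read by AlphaScreen. Buffer was PBS pH 7.4 with 0.01% Tween-20. Incubations ran 30 min at room temperature, with 10 ug/mL donor/acceptor beads.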
GLS inh = glutaminase GLS (human) inhibition | Potency, µM (doses to about 45.5 µM), for the others: top-dose activity change, negative = inhibition, usual class: inhibitors | 410,000 compounds, 0.21% hits | O94925 | AID 624170 | GLS enzymatic activity, qHTS titration; also: potency is read from the fitted curve at half-maximal effect; % is scaled to controls: 0 for no effect and ±100 for the full control effect
Target sequence (O94925 whole entry, looked up): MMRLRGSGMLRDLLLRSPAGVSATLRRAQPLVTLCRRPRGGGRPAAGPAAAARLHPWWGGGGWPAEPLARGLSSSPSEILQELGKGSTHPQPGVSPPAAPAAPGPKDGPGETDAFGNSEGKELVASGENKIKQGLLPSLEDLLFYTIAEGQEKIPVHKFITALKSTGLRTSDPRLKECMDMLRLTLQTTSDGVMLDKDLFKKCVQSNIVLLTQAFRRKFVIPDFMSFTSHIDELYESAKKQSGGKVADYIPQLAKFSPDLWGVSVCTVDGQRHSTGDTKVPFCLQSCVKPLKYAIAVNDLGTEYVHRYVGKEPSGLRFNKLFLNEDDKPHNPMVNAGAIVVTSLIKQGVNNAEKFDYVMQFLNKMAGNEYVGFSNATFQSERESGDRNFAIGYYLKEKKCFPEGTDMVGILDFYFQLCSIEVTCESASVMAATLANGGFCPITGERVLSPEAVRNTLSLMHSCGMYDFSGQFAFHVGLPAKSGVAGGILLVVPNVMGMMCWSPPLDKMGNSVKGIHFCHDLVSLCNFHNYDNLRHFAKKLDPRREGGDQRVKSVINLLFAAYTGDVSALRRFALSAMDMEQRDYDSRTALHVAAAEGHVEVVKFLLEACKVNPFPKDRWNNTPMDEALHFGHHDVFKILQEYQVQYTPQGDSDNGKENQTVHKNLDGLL
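Enzyme dispensed in phosphate buffer (45 mM, pH 8.2, 0.02% Tween-20), compounds pinned in, then 1 mM L-glutamine solution and the glutamate oxidase–HRP–Amplex Red mix added; fluorescence read immediately and again after 30 min at room temperature.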
G9a inh = blocks human histone lysine methyltransferase G9a; Potency, µM (highest dose often 102 µM), for the others: at the top dose activity, negative = inhibition, hits mostly inhibitors; AID 504332; Q96KQ7; G9a H3K9 monomethylation, AlphaScreen, 2 h; 350,000 compounds, 8.8% hits; also: potency is read from the fitted curve at half-maximal effect; % is scaled to controls: 0 for no effect and ±100 for the full control effect; nearly all actives have a fitted effect of over 75% in size
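G9a (20 nM) preincubated 15 min RT with compounds, then 500 nM biotinylated H3K9 peptide and 20 uM SAM added; 2 h RT reaction. Monomethyl-H3K9 product detected by AlphaScreen with anti-H3K9me1 antibody, streptavidin donor and anti-rabbit IgG acceptor beads.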
POLH inh = DNA polymerase eta (human) inhibition; 390,000 compounds, 1.2% hits; Potency, µM (series often up to 114 µM), for inactives: at the highest dose activity change, negative = inhibition, actives largely listed as inhibitors; Q9Y253; recombinant Pol eta, fluorescent DNA replication assay; also: potency is read from the fitted curve at half-maximal effect; % is scaled to controls: 0 for no effect and ±100 for the full control effect
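Fluorescent replication assay: 50 nM final substrate added after a 15 min room-temperature compound preincubation with 10 nM enzyme. Signal taken at 0 min and again at 10 min.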
PI4K2A block = blocks human PI4K2A kinase activity; Q9BTU6; purified PI4K2A, ADP-Glo luminescence, 1 h; stronger effect = lower value; activity change, negative = inhibition, % at 76.9 µM; 420,000 compounds, 0.13% hits; AID 1346378; in the data active = activity change below about -50%; inconclusive = mostly about -30% to -49%;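 also: -100% = wells without enzyme as full effect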
Target sequence (Q9BTU6 whole entry, looked up): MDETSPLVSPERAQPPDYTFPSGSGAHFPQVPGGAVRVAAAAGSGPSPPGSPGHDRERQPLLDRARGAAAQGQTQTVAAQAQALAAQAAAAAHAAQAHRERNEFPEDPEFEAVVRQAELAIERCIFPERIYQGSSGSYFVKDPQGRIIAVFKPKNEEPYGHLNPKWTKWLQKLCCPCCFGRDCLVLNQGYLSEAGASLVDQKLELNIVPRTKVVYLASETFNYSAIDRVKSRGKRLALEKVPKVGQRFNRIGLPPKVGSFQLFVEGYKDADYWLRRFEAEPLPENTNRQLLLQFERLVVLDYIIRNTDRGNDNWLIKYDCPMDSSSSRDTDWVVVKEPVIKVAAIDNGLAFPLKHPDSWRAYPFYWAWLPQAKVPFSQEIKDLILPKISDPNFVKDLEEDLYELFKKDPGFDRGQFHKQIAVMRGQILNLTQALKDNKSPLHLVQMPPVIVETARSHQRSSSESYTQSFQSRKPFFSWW
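PI4K2A activity was measured by ADP-Glo luminescence: enzyme (4 ug/mL stock) and phosphatidylinositol (1.2 mM stock) in Tris pH 7.5/MgCl2/EGTA/Triton X-100 buffer were reacted with ATP (300 microM stock) for one hour at ambient temperature.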
PGK inhibitor = inhibitors of T. brucei phosphoglycerate kinase. P07378. PGK/GAPDH coupled, Kinase-Glo luminescence, 60 min. Potency, µM (doses to about 57.5 µM), without a hit: top-dose activity change, negative = inhibition, usual class: inhibitors. 380,000 compounds, 0.043% hits; also: potency is read from the fitted curve at half-maximal effect; % is scaled to controls: 0 for no effect and ±100 for the full control effect; nearly all actives have a fitted effect of over 60% in size
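Luminescent ATP detection (Kinase-Glo Plus) follows a 60-minute room-temperature incubation, with wells lacking PGK as controls. Buffer: 100 mM TEA (pH 7.6), 5 mM MgCl2, 0.01% Tween-20. Coupling enzyme GAPDH (100 nM final) supplies unstable 1,3-BPG in-well.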
JMJD2A Tudor = inhibitors of human JMJD2A Tudor domain; 390,000 compounds, 4.4% hits; Potency, µM (doses to about 114 µM), for inactives: at the highest dose activity change, negative = inhibition, most hits filed as inhibitors; AlphaScreen JMJD2A-Tudor / H3K4me3 peptide binding; also: potency is read from the fitted curve at half-maximal effect; % is scaled to controls: 0 for no effect and ±100 for the full control effect; nearly all actives have a fitted effect of over 50% in size
Numbers without * were called inactive; [ ] = dose if it differs, or a comment. Unless noted, calls follow the shape of the dose curve; as a rule, active = well fitted curve in the direction sought with a large enough effect; inconclusive = small, poorly fitted or top-dose-only effect, or another doubt; inactive = no such curve, though single readings can be large; an effect the other way counts as inactive or inconclusive.

For CC1CN(S(=O)(=O)c2ccc(C(=O)N(C)C3CCCCC3)cc2)CC(C)O1 (stereo not given) the results were Pin1 inhibitor -2.8%, HP1b binding inh 14.1%, GLS inh 6.4%, POLH inh -5.1%, PI4K2A block 1.2, PGK inhibitor 1.7% and JMJD2A Tudor -7.5%.
Cc1ccc(C(=O)OCC(=O)NC2CCS(=O)(=O)C2)c(C)c1 (stereo not given) was read as Pin1 inhibitor -2.4%, HP1b binding inh 16.4%, GLS inh -0.6%, POLH inh 7.3%, PI4K2A block -0.8, PGK inhibitor -3.9% and JMJD2A Tudor -3.7%.
For COCC(=O)Nc1ccc(-c2cn3cccnc3n2)cc1 the results were BAZ2B block -19.8%, Pin1 inhibitor -4.9%, HP1b binding inh 72.3%[activator], GLS inh -4.8%, G9a inh 3.9%, POLH inh -12.0%, PI4K2A block 10.2, PGK inhibitor inactive and JMJD2A Tudor -9.1%.
Screening Cn1c(CCCOc2ccc(Cl)cc2Cl)nnc1SCC(=O)Nc1nccs1 returned BAZ2B block 3.6%, Pin1 inhibitor -0.4%, HP1b binding inh 25.9%, GLS inh 1.2%, G9a inh 4.5%, POLH inh -8.9%, PI4K2A block 6.9, PGK inhibitor -1.9% and JMJD2A Tudor -16.0%.
`Cc1cc(C)c(/C=C/c2onc(C)c2S(=O)(=O)N2CCC(C(=O)Nc3ccc(Cl)cc3C)CC2)c(C)c1` gave BAZ2B block 1.4%, Pin1 inhibitor -0.6%, HP1b binding inh 23.2%[57 µM], GLS inh -5.4%, G9a inh inconclusive, POLH inh -16.0%, PI4K2A block 3.2, PGK inhibitor 1.6% and JMJD2A Tudor -1.9%.
`CCOC(=O)/C(C#N)=C/C=C1/C=CC=CN1C` gave BAZ2B block inconclusive, Pin1 inhibitor 31.5%[activator], HP1b binding inh 16.0%, GLS inh 17.7%, G9a inh inconclusive, POLH inh -3.8%, PI4K2A block 4.1, PGK inhibitor -8.8% and JMJD2A Tudor -26.2%.
Cc1ccc(CNC(=O)CN2CCN(Cc3ccc(F)cc3Cl)C2=O)cc1 was read as BAZ2B block -10.9%, Pin1 inhibitor 8.3%, HP1b binding inh 25.7%, GLS inh 5.5%, G9a inh 6.7%[59 µM], POLH inh -14.6%, PI4K2A block -14.8, PGK inhibitor -1.7% and JMJD2A Tudor 4.5%.
For OCCOCCn1c2ccccc2c2ccccc21 the results were BAZ2B block -3.0%, Pin1 inhibitor -1.0%, HP1b binding inh 26.7%, GLS inh 11.8%, G9a inh 5.3%, POLH inh -12.7%, PI4K2A block 9.8, PGK inhibitor 1.6% and JMJD2A Tudor -3.7%.
`C=CCN1C(=O)c2ccc(C(=O)N(C)CC(=O)Nc3ccc(OCC)c(OCC)c3)cc2C1=O` gave BAZ2B block -3.6%, Pin1 inhibitor -0.8%, HP1b binding inh 17.3%, GLS inh 1.4%, G9a inh inconclusive, POLH inh -18.3%, PI4K2A block -0.3, PGK inhibitor -8.9% and JMJD2A Tudor -16.6%.
CC(=O)Cc1nsc(NC(=O)c2cc(-c3ccccc3Cl)oc2C)n1 was read as BAZ2B block -9.1%, Pin1 inhibitor 12.0%, HP1b binding inh 35.1%, GLS inh 11.2%, G9a inh -39.4%, POLH inh -0.9%, PI4K2A block -4.0, PGK inhibitor -7.1% and JMJD2A Tudor -8.5%.
For COc1cccc(NC(=O)CN(C)C(=O)CSC(=S)N2CCCC2)c1 the results were BAZ2B block 15.7%, Pin1 inhibitor -2.1%, HP1b binding inh -6.2%, GLS inh 20.9%, G9a inh 14.1µM*, POLH inh -10.6%, PI4K2A block -6.1, PGK inhibitor 10.7% and JMJD2A Tudor -14.9%.
Screening COc1ccc(N2CCN(C(=S)Nc3ccc(C)cc3)CC2)cc1 returned BAZ2B block 1.7%, Pin1 inhibitor -3.5%, HP1b binding inh 54.4%[activator], GLS inh 15.4%, G9a inh 1.0%, POLH inh -17.7%, PI4K2A block 3.0, PGK inhibitor -16.6% and JMJD2A Tudor 2.4%.
For CCSc1nnc(NC(=O)CN2C(=O)N(C)C3(CCCCC3)C2=O)s1 the results were BAZ2B block 0.6%, Pin1 inhibitor 0.9%, HP1b binding inh 9.6%, GLS inh 0.5%, G9a inh inconclusive, POLH inh -2.0%, PI4K2A block 0.8, PGK inhibitor inactive and JMJD2A Tudor -15.2%.
Screening Cc1cc2ccccc2n2c(SCC(=O)NCC3CCCO3)nnc12 (stereo not given) returned BAZ2B block -18.5%, Pin1 inhibitor 0.3%, HP1b binding inh 45.5%[activator], GLS inh -9.0%, G9a inh inconclusive, POLH inh -9.1%, PI4K2A block -0.9, PGK inhibitor -2.1% and JMJD2A Tudor 4.2%.
Screening O=Cc1ccccc1OCc1ccc2c(c1)OCO2 returned BAZ2B block 62.2%[activator], Pin1 inhibitor -5.9%, HP1b binding inh 75.5%[activator], GLS inh 10.1%, POLH inh 3.4%, PI4K2A block inconclusive, PGK inhibitor inconclusive and JMJD2A Tudor 26.8%.
`FC(F)(F)c1ccc(C2[C@H]3CN(Cc4ccc(-c5ccccc5)cc4)[C@H](c4ccccc4)C34CC2(c2ccccc2)C4)cc1` (stereo not given in full) gave BAZ2B block -4.0%, Pin1 inhibitor 89.1%[activator], HP1b binding inh 39.8%[activator], GLS inh 0.3%, G9a inh inconclusive, POLH inh -19.1%, PI4K2A block 0.6, PGK inhibitor 6.3% and JMJD2A Tudor -16.7%.
Cc1[nH]c2ccccc2c1C(=O)COC(=O)C1CC(=O)N(Cc2ccccc2)C1 (stereo not given) was read as BAZ2B block -24.8%, Pin1 inhibitor 3.3%, HP1b binding inh -2.9%, GLS inh 4.3%, G9a inh inconclusive, POLH inh -10.5%, PI4K2A block 4.9, PGK inhibitor -4.4% and JMJD2A Tudor -29.2%.
`COc1ccc(OCC(O)CN(C)C(=O)/C=C/c2cccc([N+](=O)[O-])c2)cc1` (stereo not given) gave BAZ2B block -19.3%, Pin1 inhibitor 4.1%, HP1b binding inh 20.3%[57 µM], GLS inh 22.2%, G9a inh 13.8%, POLH inh -13.8%, PI4K2A block -6.5, PGK inhibitor inactive and JMJD2A Tudor -13.7%.
O=C(Cn1cccn1)N1CCCC(Nc2ccc(F)c(F)c2)C1 (stereo not given) was read as BAZ2B block -13.7%, Pin1 inhibitor -0.3%, HP1b binding inh 29.1%, GLS inh 16.7%, G9a inh inconclusive, POLH inh -13.8%, PI4K2A block -2.5, PGK inhibitor -5.0% and JMJD2A Tudor -10.3%.
`CCOCCCn1c(=S)[nH]c2cc(C(=O)NCCc3ccccc3)ccc2c1=O` gave BAZ2B block -17.1%, Pin1 inhibitor 2.3%, HP1b binding inh 38.7%, GLS inh -3.9%, G9a inh 16.6%, POLH inh -13.5%, PI4K2A block 1.7, PGK inhibitor -8.9% and JMJD2A Tudor -31.7%.
COc1ccc(OC(C)C(=O)NCc2nc(-c3cccc(C)c3)no2)cc1 (stereo not given) was read as BAZ2B block 1.6%, Pin1 inhibitor 24.2%, HP1b binding inh 60.4%[activator], GLS inh -6.5%, G9a inh 13.5%[59 µM], POLH inh -10.2%, PI4K2A block -5.9, PGK inhibitor -2.7% and JMJD2A Tudor 9.0%.
CCOC(=O)C1CCCN(C(=O)c2ccc3oc(Cc4ccccc4)nc3c2)C1 (stereo not given) was read as BAZ2B block -15.8%, Pin1 inhibitor -0.8%, HP1b binding inh 14.9%[57 µM], GLS inh -2.7%, G9a inh -0.3%, POLH inh -8.7%, PI4K2A block -2.7, PGK inhibitor inactive and JMJD2A Tudor -7.9%.
`CC(NC(=O)CCNC(=O)c1ccccc1Cl)C1CC2CCC1C2` (stereo not given) gave BAZ2B block 8.4%, Pin1 inhibitor 0.5%, HP1b binding inh -5.2%, GLS inh -3.6%, G9a inh -1.3%[59 µM], POLH inh -5.9%, PI4K2A block -2.9, PGK inhibitor inactive and JMJD2A Tudor -14.8%.
`CCCCN1C(=O)C(CC(=O)NCc2cccs2)CC(C(=O)N(C)C)=C1C` (stereo not given) gave GLS inh 2.4%, POLH inh -0.5%, PI4K2A block -0.4 and PGK inhibitor -1.0%.
COCCn1c(=S)[nH]c2cc(C(=O)N3CCN(C4CCCCC4)CC3)ccc2c1=O was read as GLS inh -0.5%, POLH inh 0.3%, PI4K2A block 1.2 and PGK inhibitor -5.3%.
O=S(=O)(c1ccccc1)c1cnn2c(C(F)(F)F)cc(-c3ccccc3)nc12 was read as BAZ2B block -7.2%, Pin1 inhibitor -4.8%, HP1b binding inh 27.1%, GLS inh -11.4%, G9a inh 23.6%[12.7 µM], POLH inh 2.6%, PI4K2A block -2.3, PGK inhibitor -0.4% and JMJD2A Tudor -4.0%.
CNS(=O)(=O)c1cccc(C(=O)OCC(=O)c2c(N)n(C)c(=O)n(C)c2=O)c1 was read as BAZ2B block 18.9%, Pin1 inhibitor 2.1%, HP1b binding inh 41.0%[activator], GLS inh 11.7%, G9a inh -2.6%, POLH inh -18.9%, PI4K2A block 3.4, PGK inhibitor -2.7% and JMJD2A Tudor -0.3%.
`Cc1ccc(-c2cc(C(=O)NCc3ccc4c(c3)OCO4)no2)cc1` gave BAZ2B block -2.9%, Pin1 inhibitor 2.0%, HP1b binding inh 7.4%, GLS inh 0.0%, G9a inh 18.8%[59 µM], POLH inh -8.0%, PI4K2A block -3.6, PGK inhibitor -7.3%[11.5 µM] and JMJD2A Tudor -9.5%.
`CCOC(=O)c1ccccc1NC(=O)N1CC(C)Oc2ccc(C)cc21` (stereo not given) gave BAZ2B block 1.0%, Pin1 inhibitor -9.7%, HP1b binding inh 7.3%, GLS inh -9.9%, G9a inh -30.1%[59 µM], POLH inh -11.0%, PI4K2A block 0.8, PGK inhibitor 1.0% and JMJD2A Tudor -18.8%.

Source: PubChem BioAssay (National Center for Advancing Translational Sciences (NCATS))

These rows are one share of the data (hit frequency here may not be typical).
